Pf Dd2 growth – qHTS Primary assay for Inhibitors of Plasmodium falciparum Dd2 growth in vitro. P. falciparum Dd2 growth, SYBR Green, 72 h. Potency, µM (doses to about 28.9 µM), for the others: top-dose activity, negative = inhibition, actives largely listed as inhibitors. 120,000 tested, 4.3% active. AID 1347417, 2020; active = well fitted inhibition curve with a large enough effect; inconclusive = small, poorly fitted or top-dose-only effect; inactive = no such curve, though single readings can be large or run the other way;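 note: plate controls were DMSO vehicle for no effect and reference drug for full effect; nearly all actives have a fitted effect of over 65% in size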
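Readout: SYBR Green fluorescence, 485 nm excitation, 535 nm emission, after ~16 h lysis at 37C. Before that, Dd2-infected red cells (2.5% hematocrit) grew 72 h with compound, 29 uM top final concentration.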
Numbers without * were called inactive; i = inactive; ? = inconclusive; [ ] = dose if it differs, or a comment. Potency is the fitted concentration of half-maximal effect. A portion of the library, so the mix of outcomes need not match the whole.

SMILES | Pf Dd2 growth
O=C([C@@H]1C[C@H](Oc2ccccc2)CN1S(=O)(=O)c1cccc(F)c1)N1CCOCC1 | -17%
Cc1ccc(-c2nnc(C3CN(C(=O)C4CCCCC4)CC34CCOCC4)o2)cc1 (stereo unspecified) | ?
Fc1ccc(CN2CCN(C3CCNC3)CC2)cc1Cl (stereo unspecified) | ?
O=C1CC(c2nc(-c3ccc4nc[nH]c4c3)no2)CN1Cc1ccncc1 (stereo unspecified) | -10%
CC(C)OCCCNC(=O)c1ccc2c(c1)N(S(C)(=O)=O)CC2 | i
COc1ccc(NCc2nc3ccccc3n2CCOc2ccccc2C)cc1 | -16%
CC(C)c1ccc(NC(=O)CS(=O)(=O)c2cccc3nsnc23)cc1 | 32%
O=C(C1CCN(Cc2ccco2)CC1)N1CCC2(CCCNC2=O)C1 (stereo unspecified) | -11%
CC(=O)OCc1cnc(C)c2oc(=O)c(C(=O)Nc3cccc(F)c3)cc12 | 56%[activator]
COc1ccccc1N1CCN(C(=O)CSc2nc3ccccc3nc2Cc2ccc(F)cc2)CC1 | 29%
Cc1noc([C@@H]2CN(C(=O)CCC(C)C)C[C@H]2CO)n1 | 17%
COc1ccccc1CNC(=O)c1ccc2c(c1)N(C)C1CCCCN1C2=O (stereo unspecified) | i
O=C(c1ccccn1)N1CCC2(CCCCO2)CC1 | 21%
COc1ccc(-c2noc(CC3CCN(C(=O)CCCc4ccccc4)CC3)n2)cc1 | -26%
N#Cc1ccccc1CN1CCN(c2nccc(CCC(F)(F)F)n2)CC1 | -15%
CCn1nccc1C(=O)N1CCC2(CC1)N=C(c1ccc(C)cc1)NO2 | -25%
CCOc1ccc(-n2c(SCC(=O)Nc3cccc(Cl)c3)nc3c(oc4ccccc43)c2=O)cc1 | -14%
CCc1ccccc1NS(=O)(=O)c1ccc2[nH]cc(C(=O)N(CC(C)C)CC(C)C)c(=O)c2c1 | 26%
Cc1cc(C(=O)N2CC[C@@](O)(C3CCOCC3)[C@H](C)C2)ccc1F | -11%
CCOC(=O)c1noc2ncn(Cc3cccc(C#N)c3)c(=O)c12 | -6%

Already shown: entries from further up.
SMILES | Pf Dd2 growth
O=C([C@@H]1C[C@H](Oc2ccccc2)CN1S(=O)(=O)c1cccc(F)c1)N1CCOCC1 | -17%
Cc1ccc(-c2nnc(C3CN(C(=O)C4CCCCC4)CC34CCOCC4)o2)cc1 (stereo unspecified) | ?
Fc1ccc(CN2CCN(C3CCNC3)CC2)cc1Cl (stereo unspecified) | ?
O=C1CC(c2nc(-c3ccc4nc[nH]c4c3)no2)CN1Cc1ccncc1 (stereo unspecified) | -10%
CC(C)OCCCNC(=O)c1ccc2c(c1)N(S(C)(=O)=O)CC2 | i
COc1ccc(NCc2nc3ccccc3n2CCOc2ccccc2C)cc1 | -16%
CC(C)c1ccc(NC(=O)CS(=O)(=O)c2cccc3nsnc23)cc1 | 32%
O=C(C1CCN(Cc2ccco2)CC1)N1CCC2(CCCNC2=O)C1 (stereo unspecified) | -11%
CC(=O)OCc1cnc(C)c2oc(=O)c(C(=O)Nc3cccc(F)c3)cc12 | 56%[activator]
COc1ccccc1N1CCN(C(=O)CSc2nc3ccccc3nc2Cc2ccc(F)cc2)CC1 | 29%
Cc1noc([C@@H]2CN(C(=O)CCC(C)C)C[C@H]2CO)n1 | 17%
COc1ccccc1CNC(=O)c1ccc2c(c1)N(C)C1CCCCN1C2=O (stereo unspecified) | i
O=C(c1ccccn1)N1CCC2(CCCCO2)CC1 | 21%
COc1ccc(-c2noc(CC3CCN(C(=O)CCCc4ccccc4)CC3)n2)cc1 | -26%
N#Cc1ccccc1CN1CCN(c2nccc(CCC(F)(F)F)n2)CC1 | -15%
CCn1nccc1C(=O)N1CCC2(CC1)N=C(c1ccc(C)cc1)NO2 | -25%
CCOc1ccc(-n2c(SCC(=O)Nc3cccc(Cl)c3)nc3c(oc4ccccc43)c2=O)cc1 | -14%
CCc1ccccc1NS(=O)(=O)c1ccc2[nH]cc(C(=O)N(CC(C)C)CC(C)C)c(=O)c2c1 | 26%

New compounds follow.
SMILES | Pf Dd2 growth
Cc1ccsc1[C@@H]1CCN(C(=O)CCc2ccc(F)cc2F)C[C@H]1O | -9%
Cc1noc2c(NC3CCN(C)CC3)cc(-c3ccccc3)nc12 | i
CC(=O)N1CCc2c(sc(NC(=O)CSc3ccc(F)cc3)c2-c2nc3ccccc3s2)C1 | i
CCOc1ccc(-n2c(SCc3nc(-c4ccc(OC)cc4)no3)nnc2-c2ccncc2)cc1 | ?
Cc1ccc(CN(C(=O)COc2ccc(Cl)c(C)c2)C2CCS(=O)(=O)C2)o1 (stereo unspecified) | 24%
Cn1c(C(=O)NCc2cccc(Cl)c2)cc2oc3ccccc3c21 | i
Cc1nc2ccc(Cl)cn2c1C(=O)NC1CCOC2(CCOCC2)C1 (stereo unspecified) | ?
CCC1CN(C(=O)N2CCC(C(=O)NCc3ccc(C)o3)CC2)c2cc(C)ccc2O1 (stereo unspecified) | -5%
O=C(c1ccccc1Cl)N1CCC(N2CCCCCC2=O)CC1 | i
COc1ccc(C2NC(=O)N(C)C3=C2C(=O)N(c2ccccc2)C3)cc1 (stereo unspecified) | 40%
O=C(CCS(=O)(=O)c1ccc(Br)cc1)Nc1ccc(F)cc1F | 26%
Cc1ccc(CN2CCC3(CC2)Cc2ccccc2CNC3=O)cc1 | -20%
Cc1cccc(C)c1NC(=O)CSc1nc(-c2cccs2)cc(C(F)(F)F)n1 | 0%
COc1ccc(CN2CCC(N3CCOCC3=O)CC2)cc1 | 13%
CN1CC(=O)N(C2CCCNC2)Cc2c(NCCN3CCOCC3)ncnc21 (stereo unspecified) | -5%
COc1ccc(CNC(=O)[C@H]2O[C@H](CCN3CCC(CO)CC3)CC[C@@H]2O)cc1 | 13%[44.1 µM]
Cc1nnn2c(C(=O)N(C)C)cccc12 | 12%[44.1 µM]
CC(NC(=O)c1cn(C2CCC(N)CC2)nn1)c1ncnn1C (stereo unspecified) | -15%
COc1ccc(CN2CCN3C(=O)N(Cc4ccc(C)cc4)C[C@H]3C2)cc1 | -1%[44.1 µM]
Cc1c(Cl)cccc1NC(=O)Nc1c[nH]c(=O)[nH]c1=O | 12%
c1ccc(Cn2cc(CN3CCN(c4ccncc4)CC3)c(-c3cc4ccccc4o3)n2)cc1 | ?
CCOc1ccccc1NC(=O)N1CCc2c(sc(C)c2CC)C1c1ccccc1 (stereo unspecified) | ?
CCOc1ccc(CC(=O)Nc2cccc(-c3nnc4n3CCCC4)c2)cc1 | ?
CCOc1ccccc1NC(=O)N1CCCN(S(C)(=O)=O)C(c2ccccc2)CC(=O)NCC1 (stereo unspecified) | -19%
COc1ccc(CNC(=O)c2ccc(N3CCCC3)c(NC(=O)NCc3ccc(F)cc3)c2)cc1 | 13%
CC(c1cccs1)N(C)Cc1ccnn1C (stereo unspecified) | 26%[44.1 µM]
Cc1cnc(C(=O)N2CCCC2c2nc(CCOc3ccc(F)cc3)no2)cn1 (stereo unspecified) | ?
NC(=O)Nc1ccc(S(=O)(=O)NCc2cc3n(n2)CCCNC3)cc1 | ?
Cc1cccc(NC(=O)Nc2ccc(C)n(CC(=O)NC3CCCCC3)c2=O)c1 | i
Cc1ncsc1CCC(=O)N[C@@H]1COCC[C@@H]1OCc1cscn1 | -21%
CCCCN(Cc1ccccc1)S(=O)(=O)c1ccc2c(c1)CC(C)N2C(=O)CC (stereo unspecified) | ?
Cc1cccc(NC(=O)c2ccc(N3CC4CC(C3)[C@H]3CCCC(=O)N3C4)nc2)c1 (stereo partly specified) | i
Cc1cc(C)c2[nH]c(C(=O)NCc3nc(-c4ccccn4)no3)c(C)c2c1 | -6%
O=C1Nc2ccc(-c3cccs3)cc2C(=O)N2CC[C@H](NS(=O)(=O)c3ccc(Cl)cc3)C[C@@H]12 | -4%
COC(=O)c1ccccc1NC(=O)Cn1c(=O)cc(C)c2c(C)nn(-c3cccc(Cl)c3C)c21 | 20%
COC(=O)c1c(NC(=O)c2cc(=O)c3ccc(C)c(C)c3o2)sc2c1CCCC2 | 41%[activator]
Cc1c(C(=O)NCc2ccc(F)cc2)sc2nc(-c3ccccc3)cn12 | ?
OCc1cccc(-c2ccc3ncc(Nc4ccccc4Cl)n3n2)c1 | 4µM*
Cc1ccc(S(=O)(=O)c2nc(-c3cccs3)oc2SCc2ccc(F)cc2)cc1 | -27%
COc1ccc(CCc2nc3nccc(-c4cccs4)n3n2)cc1OC | ?
O=C(NCc1ccc(Cl)cc1)NCc1noc2ccccc12 | 7%
CCOC(=O)c1cc(-c2ccc(OC)cc2)n(CCC(=O)Nc2ccccc2OC)c1C | ?
O=C1CCN(C(=O)[C@H](Cc2ccccc2)NC(=O)c2cccs2)CCCOCCN1 | 7%
CNC(=O)[C@@H]1CN(C(=O)Cn2c(=O)oc3ccccc32)C[C@H]1c1n[nH]c(C)n1 | 5%
COc1ccc(CC(=O)N2C[C@@H](CO)[C@H](c3nc(C)no3)C2)cc1 | 11%
Fc1ccc(Nc2nc(Nc3ccc(F)cc3)nc(N3CCOCC3)n2)cc1 | ?
COc1cccc(CNC(=O)c2ccc3c(c2)CC(=O)N3Cc2cccc(F)c2)c1OC | ?
CCc1ccc(C2CC(=O)Nc3c2c(=O)n(C)c2ncnn32)cc1 (stereo unspecified) | 3%
O=C(c1cccc(Cl)c1)N1CCC2(C1)NC(=O)N(Cc1ccc(F)cc1)C2=O (stereo unspecified) | i
CCc1nonc1NC(=O)c1oc2ccc(C)cc2c1C | -8%
O=C(NCc1ccccn1)c1cccc2c1CCN2C(=O)C1CC1 | ?
CCOc1ccccc1C(=O)Nc1cc(-c2ccc(C)cc2)no1 | -1%
O=C(NCc1nncn1C1CCCCC1)C1CNCCO1 (stereo unspecified) | -9%
NCCCC(=O)N1CCCC(N2CCN(Cc3ccc4c(c3)OCO4)CC2)C1 (stereo unspecified) | 7%
COc1ccc(-c2ccc3c(n2)c(=O)ncn3Cc2ccccc2)cn1 | i
CCCCN(CC)CCCNC(=O)CN1C(=O)CSc2ccc(S(=O)(=O)N3CCOCC3)cc21 | 11%
COc1ccccc1NC(=O)c1ccc(-c2nc(COc3ccc(C)cc3)c(C)o2)cc1 | ?
O=C(CC1=CCCCC1)N1CCC2(CC1)CN(c1ccncn1)CC2CO (stereo unspecified) | i
O=C(Nc1ccc2nc(SCC(=O)N3CCCc4ccccc43)sc2c1)c1ccccc1F | i
COc1ccc(CNC(=O)c2c3c(nc4ccccc24)C(=O)N(C2CCCCC2)C3)c(OC)c1 | 47%[activator]
Next section.
SMILES | Pf Dd2 growth
O=C(C1CC1)N1CCC(c2nnc3n2C(C(=O)N2CCN(c4ncccn4)CC2)CC3)CC1 (stereo unspecified) | -5%
O=C(c1cc2ccccc2oc1=O)N(Cc1cccc(Cl)c1)C1CCS(=O)(=O)C1 (stereo unspecified) | 27%
CC(C)CN1C(=O)c2ccccc2C(C(=O)NC(C)C)C12CCCC2 (stereo unspecified) | -13%
CCCN(c1c(C)n(C)n(-c2ccccc2)c1=O)S(=O)(=O)c1ccc(C)cc1 | -5%
COc1ccccc1-c1nccc2c(=O)cc(-c3ccccn3)oc12 | -1%[44.1 µM]
O=C1NCCC[C@@H]1NC(=O)[C@H]1CN(C(=O)NC2CCCCC2)CCN1C(=O)c1cncnc1 | 12%
COc1ccccc1NC(=O)C1CN(S(C)(=O)=O)CC12CCCCC2 (stereo unspecified) | ?
Cc1ccc(NC(=O)CN2C(=O)CCc3cc(S(=O)(=O)N4CCOCC4)ccc32)cc1F | 45%[activator]
c1ccc2c(c1)CCN(Cc1ccc3c(c1)CNCCO3)C2 | ?
CCOCCCNC(=O)c1cc(=O)[nH]c2ccc(S(=O)(=O)N3CCCC3)cc12 | i
CCN1c2ccccc2-n2cccc2C12CCN(C(=O)Nc1ccccc1C(F)(F)F)CC2 | 2.8µM*
CC(=O)N1CC2(Cc3ccccc31)CN(C(=O)c1ccc(Cl)cc1)C2 | -19%
COc1cccc(-c2nnnn2[C@H]2CO[C@H]3[C@@H]2OC[C@@H]3NC(=S)Nc2ccc(F)cc2)c1 | i
Cc1ccc(CNC(=O)C2(Cc3ccccc3)CCCCC(=O)N2)cc1 (stereo unspecified) | -19%
O=C(CCn1c(=O)c2cccn2c2cccnc21)N1CCN(c2cccc(C(F)(F)F)c2)CC1 | i
NC(=O)c1ccc(S(=O)(=O)N2CC[C@@H](CC(=O)O)[C@@H](CC3=NCCc4ccccc43)C2)cc1 | 17%
COc1ccc(-c2nc(-c3c(C)noc3C)cc3c2cc(-c2ccccc2)n3C)cn1 | -26%[44.1 µM]
CCN(c1ccccc1)c1nnc(NC(=O)Nc2cccc(Br)c2)s1 | ?
O=C(NCCc1nccc(-c2ccccc2)n1)c1ccc2cccc(F)c2n1 | -17%
CCOc1cc2c(cn1)NCCN(Cc1ccccc1OC)C2 | 0%[44.1 µM]
Cc1noc(/C=C/c2cccs2)c1S(=O)(=O)N1CCC(C(=O)NCc2ccc(Cl)cc2)CC1 | i
COc1ccc(CNC(=O)c2nc(SCc3ccc(C)cc3)ncc2Cl)cc1 | i
Cn1c(=O)c2c([nH]c(=O)n2Cc2ccc(Cl)cc2Cl)n(C)c1=O | 14%
COc1ccc(C(=O)N2CCC(c3n[nH]c(=O)n3-c3ccccc3)CC2)cc1F | 16%
COc1ccc(NC(=O)c2cc(C)nc3c2c(C)nn3-c2ccc(C)cc2)cc1OC | 11%
CCC(O)CNC(=O)c1cnn2cc(CN(CC)CC)cnc12 (stereo unspecified) | 14%
Cc1ccc(NC(=O)c2cc(CN3CCOCC3)on2)cc1Cl | -15%
Cn1nc(CN2CCSCC2)c2c(Cl)cccc21 | i
Cc1ccncc1C(=O)N1CC[C@@H]2CN(S(C)(=O)=O)[C@@H]2C1 | -4%
COc1ccc(C(=O)N2CC[C@@H]3CN(c4cnccn4)[C@@H]3C2)c(OC)n1 | -8%
Cc1nc(CCNC(=O)[C@H]2CCC[C@H](O)C2)nc2c1CCC2 | -14%
